# IL-2 act – qHTS of IL-2 Activators; activation, % (series mostly up to about 46 µM); IL-2 activation reporter assay, cell-based qHTS; stimulated with anti-CD3/CD4/CD28 beads; in transgenic mouse T cells; 360,000 tested, 0.065% active; in the data active = activation above about 50%; inconclusive = mostly about 30% to 49%; also: 0% is about no effect
#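 Unstimulated transgenic mouse T cells, 750 per well, received compound and, after 60 minutes, anti-CD3/anti-CD4 bead plus anti-CD28 stimulation. EGFP and DsRed were quantified after 18 hours.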
# PLK1 PBD block – qHTS for Inhibitors of PLK1-PDB (polo-like kinase 1 - polo-box domain): Primary Screen; Serine/threonine-protein kinase PLK1 (Homo sapiens), P53350; 360,000 tested, 2.8% active; Potency, µM, for inactives: max response, negative = inhibition, most hits filed as inhibitors; Plk1 PBD binding of FITC phosphopeptide, fluorescence polarization; AID 720504, 2013; also: potency is read from the fitted curve at half-maximal effect; series mostly up to about 57 µM; % is scaled to controls: 0 for no effect and ±100 for the full control effect; nearly all actives have a fitted effect of over 65% in size
# CCT modulator – High-Throughput Screening for Modulators of Cytosolic Chaperonin Activity; purified chaperonin ATPase assay, HTRF ADP detection, 30 min; activity change, % (concentration not given with the values), hits read low; 360,000 tested, 0.3% active; AID 651819, 2012; in the data active = activity change below about -30%; also: % is scaled to controls: 0 for no effect and ±100 for the full control effect
#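 We incubate TRiC, 40 or 20 nM final, with library compounds at 76 uM and 10 uM ATP for 30 min at 37 °C. ADP formed is detected with Transcreener HTRF reagents after 30 min at room temperature.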
# EPAC2 ag – qHTS for Agonist of cAMP-regulated guanine nucleotide exchange factor 4 (EPAC2): primary screen; Rap guanine nucleotide exchange factor 4 (Homo sapiens), Q8WZA2; EPAC2 activation, biochemical qHTS; response scale: 100% = 6.5 mM cAMP response; Potency, µM (series often up to 154 µM), for the others: at the top dose activation, actives largely listed as activators; 360,000 tested, 0.079% active; also: potency is read from the fitted curve at half-maximal effect; nearly all actives have a fitted effect of over 50% in size
# Target sequence (Q8WZA2 whole entry, looked up): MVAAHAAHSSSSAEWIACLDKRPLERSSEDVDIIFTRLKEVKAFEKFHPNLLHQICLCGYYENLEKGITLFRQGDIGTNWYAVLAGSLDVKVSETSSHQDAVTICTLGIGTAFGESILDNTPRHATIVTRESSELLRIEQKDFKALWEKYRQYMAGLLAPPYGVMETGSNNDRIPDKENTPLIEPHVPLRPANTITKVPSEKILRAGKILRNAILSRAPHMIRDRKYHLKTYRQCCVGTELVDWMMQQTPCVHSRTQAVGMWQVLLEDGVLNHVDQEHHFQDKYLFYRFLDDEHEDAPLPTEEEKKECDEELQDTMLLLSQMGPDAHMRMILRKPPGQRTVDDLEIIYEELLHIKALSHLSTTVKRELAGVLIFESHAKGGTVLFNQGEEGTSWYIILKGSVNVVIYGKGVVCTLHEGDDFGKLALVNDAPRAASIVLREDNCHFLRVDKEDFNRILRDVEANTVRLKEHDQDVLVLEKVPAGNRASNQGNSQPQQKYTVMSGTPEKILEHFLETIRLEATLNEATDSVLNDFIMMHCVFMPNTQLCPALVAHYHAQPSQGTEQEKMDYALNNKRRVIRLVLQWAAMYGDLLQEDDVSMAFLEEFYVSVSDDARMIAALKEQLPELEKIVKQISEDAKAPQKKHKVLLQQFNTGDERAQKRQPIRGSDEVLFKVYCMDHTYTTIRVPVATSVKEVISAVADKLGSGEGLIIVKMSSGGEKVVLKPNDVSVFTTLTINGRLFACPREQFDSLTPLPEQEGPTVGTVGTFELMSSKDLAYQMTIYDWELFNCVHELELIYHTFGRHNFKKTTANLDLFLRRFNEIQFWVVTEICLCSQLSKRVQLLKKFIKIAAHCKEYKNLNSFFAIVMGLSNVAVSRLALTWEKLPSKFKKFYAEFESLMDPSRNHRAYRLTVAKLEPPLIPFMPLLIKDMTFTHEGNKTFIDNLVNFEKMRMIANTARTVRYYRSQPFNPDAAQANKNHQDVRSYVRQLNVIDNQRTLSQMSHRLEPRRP
#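 Readout is BODIPY fluorescence (480 nm excitation, 540 nm emission), which falls as labeled GDP is exchanged off Rap1B. EPAC2 at 100 nM acted on 250 nM RAP1B-BODIPY-GDP with 50 uM GDP present.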
# EPAC1 antagonist – qHTS for Antagonist of cAMP-regulated guanine nucleotide exchange factor 3 (EPAC1): primary screen | Rap guanine nucleotide exchange factor 3 (Homo sapiens), O95398 | EPAC1 GEF assay, Rap1b-BODIPY-GDP exchange fluorescence | Potency, µM (doses to about 115 µM), without a hit: at the top dose activity change, negative = inhibition, usual class: inhibitors | 360,000 tested, 0.14% active | AID 720709, 2013;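 also: potency is read from the fitted curve at half-maximal effect; plate controls were vehicle for no effect and positive control for full effect; nearly all actives have a fitted effect of over 50% in size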
# WRN helicase inh – qHTS for Inhibitors of WRN Helicase; Bifunctional 3'-5' exonuclease/ATP-dependent helicase WRN (Homo sapiens), Q14191; WRN helicase unwinding, fluorescent forked duplex, kinetic; Potency, µM (top dose mostly 114 µM), for the others: at the highest dose activity change, negative = inhibition, usual class: inhibitors; 360,000 tested, 0.46% active; AID 651768, 2012; also: potency is read from the fitted curve at half-maximal effect; % is scaled to controls: 0 for no effect and ±100 for the full control effect; nearly all actives have a fitted effect of over 55% in size
#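 Kinetic red-fluorescence monitoring (525/598 nm) tracks WRN helicase activity after 100 nM fluorophore-quencher forked duplex and 2 mM ATP are added to 20 nM enzyme pretreated 15 min at room temperature with compound.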
# PI5P4Ka inh – qHTS for Inhibitors of phosphatidylinositol 5-phosphate 4-kinase (PI5P4K). Phosphatidylinositol 5-phosphate 4-kinase type-2 alpha (Homo sapiens), P48426. PI5P4Kalpha enzyme, ADP-Glo luminescence, 60 min; hits give low values. max response, %. 330,000 tested, 1.2% active; active = max response of -50% or lower; inconclusive = between -30% and -50%; inactive = -30% or higher; also: value at the top dose of about 77 µM; % is scaled to controls: 0 for no effect and ±100 for the full control effect
#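 qHTS, 1536-well: enzyme/substrate mix, compound by pin tool, 5 microM ATP final; RT 60 min; ADP-Glo reagents 1 (45 min) then 2 (30 min); luminescence.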
# EPAC1 ag – qHTS for Agonist of cAMP-regulated guanine nucleotide exchange factor 3 (EPAC1): primary screen | Rap guanine nucleotide exchange factor 3 (Homo sapiens), O95398 | EPAC1 agonist qHTS, biochemical assay; response scale: 100% = response to 6.5 mM cAMP | Potency, µM (doses to about 154 µM), without a hit: at the top dose activation, most hits filed as activators | 360,000 tested, 0.073% active | AID 720707, 2013; also: potency is read from the fitted curve at half-maximal effect; nearly all actives have a fitted effect of over 60% in size
#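 EPAC1 100 nM, Rap1B–BODIPY-GDP 250 nM, unlabeled GDP 50 uM; compound titration; 5 min RT; kinetic read ex480/em540 at 5-min intervals ×30 min; data normalized to 6.5 mM cAMP agonist control.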
# * hit, by the source's call; u = inconclusive; x = not tested or not shown; [ ] = remark or other dose. Unless noted, calls follow the shape of the dose curve; as a rule, active = well fitted curve in the direction sought with a large enough effect; inconclusive = small, poorly fitted or top-dose-only effect, or another doubt; inactive = no such curve, though single readings can be large; an effect the other way counts as inactive or inconclusive. These rows are one share of the data, so the mix of outcomes need not match the whole.
no.	smiles	IL-2 act	PLK1 PBD block	CCT modulator	EPAC2 ag	EPAC1 antagonist	WRN helicase inh	PI5P4Ka inh	EPAC1 ag
1	CCn1cc(CN2CCCC(C(=O)c3ccc(-c4ccccc4)c(F)c3)C2)cn1 (centres undefined)	-2.9	1%	-0.8	-1%	-2%	-3%	1	-2%
2	Cc1onc(-c2ccccc2)c1C(=O)Nc1ccc(Cl)c(S(=O)(=O)N2CCOCC2)c1	1.3	-7%	-0.3	19%	-6%	-1%	0	16%
3	O=C(O)c1cccc(S(=O)(=O)Nc2ccc(Oc3ccccc3)cc2)c1	0.2	-9%	-1.2	1%	0%	-20%	-8	-7%
4	Cc1c(Cl)cnc(NC(=O)CSc2n[nH]c(N)n2)c1Cl	0.4	-16%	1.5	-1%	0%	-1%	-12	-5%
5	C=CCNc1nc2cc(-c3ccccc3C)sc2c(=O)n1C	-0.5	-1%	0.1	6%	-9%	1%	4	7%
6	CC(NC(=O)C1CCC1)c1ccc2c(c1)OCO2 (centres undefined)	-2.3	-1%	-1.3	4%	13%	2%	x	-4%
7	CC1CN(C(=O)c2c(Br)cnn2C)CC(C)O1 (centres undefined)	-3.1	32%[activator]	-0.6	4%	1%	31%	0	-12%
8	CCOc1ccccc1-c1nc(C(N)=O)c2[nH]c(=O)n(-c3ccccc3)c2n1	0.4	-5%	1.4	-20%	-1%	-9%	3	0%
9	Cc1ccc(NC(=O)CNC(=O)OCc2ccccc2)cc1C	0.7	u	-0.6	1%	-10%	-9%	-11	8%
10	Cc1onc(C(=O)NN)c1C(=O)Nc1ncc(C(F)(F)F)cc1Cl	0.0	-2%	-2.1	-3%	-14%	-2%	-1	2%
11	O=C(CCCNC(=O)c1ccc(Cl)cc1)Nc1cccc(F)c1	-3.2	-2%	1.7	7%	-27%	-22%	8	0%
12	CN(Cc1ccco1)C(=O)CN1C(=O)NC2(CCCCC2)C1=O	1.5	-9%	-4.0	7%	-2%	-12%	-8	-11%
13	CCOC(=O)c1ccc(NC(=O)N(CC)CC)cc1	-0.3	-3%	-1.1	0%	20%	10%	2	5%
14	COC(=O)c1sccc1NC(=S)NCc1ccc(Cl)cc1	-3.4	-20%	-0.8	10%	8%	-8%	1	-1%
15	COc1ccc(COC(=O)C2=C(C)NC(=O)NC2c2ccccc2F)cc1 (centres undefined)	-0.1	8%	-0.5	-9%	2%	8%	-1	6%
16	COc1cc(/C=N/n2nnnc2N)cc(Cl)c1OC	-0.7	1%	-0.6	7%	11%	7%	3	3%
17	CC(OC(=O)CCN=C1NS(=O)(=O)c2ccccc21)C(=O)Nc1ccc(F)cc1Cl (centres undefined)	-2.3	-1%	-1.7	3%	3%	0%	-5	2%
18	O=C(NCCN1CCOCC1)Nc1cccc(Cl)c1	-1.1	3%	-0.5	5%	16%	5%	-3	4%
19	O=S(=O)(Cc1cnc(Cl)s1)c1ccccc1	0.8	0%	-6.3	-2%[15.6 µM]	15%	8%	-2	-3%
20	CC(=O)OC[C@H]1O[C@@H](n2ncc(=O)[nH]c2=O)[C@H](OC(C)=O)[C@@H]1OC(C)=O	0.6	-9%	-1.4	4%	-1%	4%	1	-4%
21	COC(=O)C1=C(C)N(c2cccc(Cl)c2)C(=O)C1	-1.6	-10%	-0.1	3%	-2%	-15%	-4	5%
22	Cc1nc([N+](=O)[O-])nn1C12CC3CC(CC(Cl)(C3)C1)C2	-2.8	5%	-1.2	-8%	-3%	2%	4	-3%
23	Cc1ccc(/C=C2/CNC/C(=C/c3ccc(C)cc3)C2=O)cc1	-0.6	0%	0.3	11%	14%	4%	2	1%
24	O=C(/C=C1\OCc2ccccc21)OCc1ccccc1	0.6	-1%	x	2%	-3%	0%	-4	-8%
25	CC(=O)c1cccc(NC(=O)NNC(=O)c2ccc(Cl)cc2Cl)c1	-3.2	-6%	-1.8	-1%	10%	5%	-8	-1%
26	Cc1cc(=O)oc2c(C)c(OCC(=O)N3CC[C@@]4(O)CCCC[C@H]4C3)ccc12	0.3	-12%	-0.1	10%	10%	9%	5	-14%
27	Cc1cccc(N(C(=O)CCC(=O)Nc2nccs2)C(C(=O)NC(C)(C)C)c2ccc(O)cc2)c1 (centres undefined)	-1.2	-3%	0.6	3%	7%	8%	2	2%
28	O=C(CCC(=O)NNC(=O)c1ccccc1[N+](=O)[O-])NCc1ccccc1	1.3	u	-0.6	-10%	1%	0%[57.1 µM]	-7	-9%
29	CN(C)CCCNC(=O)C(=O)Nc1cc2c3c(c1)CCC(=O)N3CCC2	-2.1	-6%	-2.1	10%	2%	5%	-8	5%
30	CC1C/C(=N\NC(=O)CCc2ccc(S(=O)(=O)N3CCOCC3)cc2)CC(C)(C)C1 (centres undefined)	-0.5	-14%	1.2	7%	4%	-8%	4	6%
31	N#C/C(=N\Nc1cc(Cl)cc(Cl)c1)c1nnc2n1CCCCC2	0.3	-22%	0.5	6%	-14%	-10%	7	2%
32	Cc1nc2c([nH]1)C1(CCN(Cc3ccccc3)CC1)C(C#N)=C(N)O2	0.1	-15%	-0.3	21%	-2%	-17%	-16	21%

# Given with two lines to a compound: 9 of the compounds above.
# Values in the order – IL-2 act	PLK1 PBD block	CCT modulator	EPAC2 ag	EPAC1 antagonist	WRN helicase inh	PI5P4Ka inh	EPAC1 ag
21) COC(=O)C1=C(C)N(c2cccc(Cl)c2)C(=O)C1
 : -1.6	-10%	-0.1	3%	-2%	-15%	-4	5%
22) Cc1nc([N+](=O)[O-])nn1C12CC3CC(CC(Cl)(C3)C1)C2
 : -2.8	5%	-1.2	-8%	-3%	2%	4	-3%
23) Cc1ccc(/C=C2/CNC/C(=C/c3ccc(C)cc3)C2=O)cc1
 : -0.6	0%	0.3	11%	14%	4%	2	1%
24) O=C(/C=C1\OCc2ccccc21)OCc1ccccc1
 : 0.6	-1%	x	2%	-3%	0%	-4	-8%
25) CC(=O)c1cccc(NC(=O)NNC(=O)c2ccc(Cl)cc2Cl)c1
 : -3.2	-6%	-1.8	-1%	10%	5%	-8	-1%
26) Cc1cc(=O)oc2c(C)c(OCC(=O)N3CC[C@@]4(O)CCCC[C@H]4C3)ccc12
 : 0.3	-12%	-0.1	10%	10%	9%	5	-14%
27) Cc1cccc(N(C(=O)CCC(=O)Nc2nccs2)C(C(=O)NC(C)(C)C)c2ccc(O)cc2)c1 (centres undefined)
 : -1.2	-3%	0.6	3%	7%	8%	2	2%
28) O=C(CCC(=O)NNC(=O)c1ccccc1[N+](=O)[O-])NCc1ccccc1
 : 1.3	u	-0.6	-10%	1%	0%[57.1 µM]	-7	-9%
29) CN(C)CCCNC(=O)C(=O)Nc1cc2c3c(c1)CCC(=O)N3CCC2
 : -2.1	-6%	-2.1	10%	2%	5%	-8	5%

# Other entries follow.
no.	smiles	IL-2 act	PLK1 PBD block	CCT modulator	EPAC2 ag	EPAC1 antagonist	WRN helicase inh	PI5P4Ka inh	EPAC1 ag
33	COc1ccc(/C=C/C(=O)Nc2c(C)nn(C)c2C)cc1COc1ccc(Cl)cc1Br	-2.3	-2%	-0.2	0%	5%	5%	x	-3%
34	CCOc1ccc(C(=O)NCC(=O)NNC(=O)CN(C)S(=O)(=O)c2ccc(Cl)cc2)cc1	-0.6	-3%	-0.5	0%	2%	-6%	-3	-10%
35	Cc1oc(-c2ccc(Cl)cc2)nc1CN1CCCC(C(=O)NCc2ccccn2)C1 (centres undefined)	-1.2	-1%	-0.4	20%	2%	3%	-2	0%
36	CCN1CCN(CCCNC(=O)c2ccc3c(c2)N(Cc2ccccc2)CCS3)CC1	-3.2	2%	-3.3	7%	-6%	1%	4	10%
37	Cc1ccc(NC(=O)CS(=O)CC(=O)N(C(C)C(=O)NC2CCCCC2)C(C)(C)C)cc1 (centres undefined)	0.2	-11%	-0.8	-1%	-9%	-10%	2	-5%
38	O=C(NC1CCC(O)CC1)c1cc(-c2ccc(Cl)cc2)nc2ccccc12 (centres undefined)	0.2	-5%	-0.2	7%	0%	-2%	2	7%
39	Fc1ccc(-c2cnn3c(-c4cccs4)ccnc23)cc1	106*	-3%	0.3	-1%	19%	-25%[57.1 µM]	6	4%
40	COc1ccc2cc1Oc1ccc(cc1)C[C@H]1c3c(cc4c(c3Oc3cc5c(cc3OC)CCN(C)[C@@H]5C2)OCO4)CCN1C	-0.2	-2%	-1.9	2%	-4%	-2%[11.6 µM]	1	-15%
41	CCOCc1c(C(=O)N2CCN(CC(=O)Nc3ccc(F)cc3)CC2)oc2ccccc12	1.1	2%	0.4	-4%	3%	0%	-7	-4%
42	O=C(c1cccs1)N1C[C@H](n2cc(C3CC3)nn2)[C@@H](O)C[C@@H]1c1ccccc1	0.5	0%	1.2	-5%	2%	3%	-1	12%
43	O=C1CCc2cc(S(=O)(=O)N3CCN(c4ccc(F)cc4)CC3)cc3c2N1CC3	-0.3	-2%	0.8	0%	-8%	-13%	2	-12%
44	O=C(NCc1cccnc1)Nc1cccc(NC(=O)NCc2cccnc2)c1	-0.8	-3%	-0.5	-3%	5%	1%	-1	5%
45	COc1cc(NC(=O)c2ccc(C(C)(C)C)cc2)c(OC)cc1NC(=O)CN1CCCCC1	-0.7	2%	1.7	-6%	7%	-8%	6	-4%
46	COC(=O)c1ccccc1NC(=O)[C@@H]1CCC(=O)N1C1OC(=O)c2c1ccc(OC)c2OC (some centres undefined)	0.1	2%	0.7	2%	8%	9%	-2	-12%
47	COc1ccc(OC)c(-c2csc(NC(=O)C3=COCCO3)n2)c1	-0.7	1%	-2.1	17%	-11%	-10%	6	7%
48	CCOc1ccc(NC(=O)CCC(=O)NNC(=O)COc2ccc(C)cc2Br)cc1	-1.0	0%	-36*	-3%	10%	6%[11.6 µM]	-3	-14%
49	Nc1cccc([N+](=O)[O-])c1	-0.4	0%	0.6	3%	-7%	-1%	1	2%

# High-throughput results (PubChem BioAssay)
